Siah-1 displacement = blockers of Siah-1 interaction with plectin peptide – biochemical, fluorescence polarization, rhodamine-plectin, uHTS, primary screen (AID 1817) | displacement, % at 20 µM, or IC50 in µM where a hit was titrated | Siah-1 / rhodamine-plectin peptide fluorescence polarization; higher % means a stronger effect | 0.02% of 290,000 active;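 active = displacement of at least 50% at 20 µM, with a fluorescence ratio check between 0.3 and a set limit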;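 note: plate controls were Siah plus tracer with DMSO for no effect and tracer alone without Siah for full effect; strong numbers were not always called active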
Salmonella PhoP GFP = PhoP-dependent GFP reporter repression – Salmonella Typhimurium, primary screen (AID 1863); S. Typhimurium PhoP-regulated promoter GFP reporter, 4 h; higher % means a stronger effect; inhibition, % at 50 µM, or IC50 in µM where a hit was titrated; 0.16% of 300,000 active;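 active = inhibition over 29.93%, a cutoff 3 SD above the screen mean, later confirmed by dose response; inconclusive = inhibition over 29.93% but no dose response follow-up; inactive = inhibition at most 29.93% or unconfirmed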;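 note: 0% = low Mg2+ inducing control and 100% = high Mg2+ repressing control; strong numbers were not always called active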
West Nile virus CPE = inhibition of WNV-induced cytopathic effect – cell-based, CPE readout (AID 1621). West Nile virus-infected cells, CPE inhibition; higher % means a stronger effect. CPE inhibition, % at 10 µM, or IC50 in µM where a hit was titrated. 0.02% of 290,000 active; in the data active = a potency from the dose series; inconclusive = CPE inhibition mostly from about 3.7% at the one dose, without a potency; inactive = the rest, 99 in 100 with CPE inhibition below about 2.2%; note: strong numbers were not always called active
An asterisk follows results filed as active; ? = inconclusive. The list is partial (hit frequency here may not be typical).

Screens in order: Salmonella PhoP GFP | West Nile virus CPE | Siah-1 displacement
CCC(CC)C(=O)Nc1c2c(nn1-c1ccc(F)cc1)CS(=O)(=O)C2
 : -2.7% | 0.1% | 0.0%
CSc1ccc(Cl)c(C(=O)NCCCn2ccnc2)c1
 : -1.3% | -0.1% | 2.4%
COc1ccc(/C=N/N2C(C)CCCC2C)cc1O (stereo not given)
 : 1.5% | -1.1% | 4.9%
CC(NC(=O)c1c(O)c2ccccc2n(C)c1=O)c1ccccc1 (stereo not given)
 : 9.4% | -1.2% | -5.0%
CN(C)S(=O)(=O)c1ccc(Cl)c(NC(=O)CN2CCCC2)c1
 : 1.2% | -0.4% | 7.5%
Cc1cc(=O)oc2c(C)c(OCC(=O)NCc3ccccn3)ccc12
 : 8.6% | 0.4% | 5.7%
c1cncc(-c2nc(-c3ccc4c(c3)OCCO4)cs2)c1
 : 13.8% | 0.4% | 2.5%
NS(=O)(=O)c1ccc(CCNC(=O)CNC(=O)Cc2cccc3ccccc23)cc1
 : -4.4% | 0.4% | 0.3%
CCOc1ccccc1OCC(=O)Oc1ccc(C)c(C)c1
 : -3.1% | -0.3% | -2.0%
COc1ccc(OC)c(C2=NOC(C(=O)NCc3cccnc3)C2)c1 (stereo not given)
 : 1.4% | -0.6% | 4.8%
COc1ccc(-c2cc(C(=O)Nc3ccc(C)c(C)c3)no2)cc1
 : 5.3% | -0.1% | -3.8%
O=S(=O)(c1ccccc1)N1CCC(n2cnc3ccccc32)CC1
 : 2.9% | -1.1% | 14.5%
COc1ccc(CNC(=O)CN(Cc2ccccc2F)C(=O)c2csnn2)cc1
 : 1.8% | -0.4% | -0.8%
CC(C)(C)c1ccc(C(=O)O/N=C(\N)c2ccccn2)cc1
 : 4.6% | ? | 4.9%
CC(=O)OCCC(NS(=O)(=O)OCC(Cl)(Cl)Cl)c1ccccc1 (stereo not given)
 : -3.6% | -0.6% | 11.2%

Screens in order: Salmonella PhoP GFP | West Nile virus CPE | Siah-1 displacement
Cc1[nH]c2ccccc2c1/C=C(\C#N)C(=O)NC1CC1
 : 12.1% | -0.3% | 6.2%
O=C(NNC(=S)NC(=O)c1cccc([N+](=O)[O-])c1)c1ccc(Br)cc1
 : 0.1% | -0.5% | -12.1%
CC(=O)N1c2ccc(S(=O)(=O)N3CCC(C(=O)Nc4cccc(C)c4)CC3)cc2CC1C (stereo not given)
 : 7.3% | 0.1% | 3.5%
CCc1cc(=O)oc2cc(C)cc(OCC(=O)N3CCC(C(=O)O)CC3)c12
 : 4.7% | 0.1% | -0.3%
O=C(Nc1ccc(N2CCOCC2)cc1)c1ccc(COc2ccccc2)cc1
 : -7.5% | -0.7% | 0.5%
CC1CCC(N2CCN(S(=O)(=O)Cc3ccccc3)CC2)CC1 (stereo not given)
 : -0.4% | -0.4% | 5.2%
Cc1ccc(C)c(Nc2cc(C)nc3ncnn23)c1
 : 7.0% | -0.8% | 1.7%
COC(=O)c1c(C(=O)OC)c2ccccn2c1C(=O)c1ccc([N+](=O)[O-])cc1
 : 5.6% | -0.1% | 2.0%
CCc1ccccc1NC(=O)N1CCCc2ccccc21
 : -3.0% | 0.3% | 0.1%
COC(=O)c1nn(-c2cccc(Cl)c2)cc(OC)c1=O
 : -7.3% | 0.1% | -1.1%
COc1ccc(CNC(=O)c2oc3ccc(S(=O)(=O)N4CCOCC4)cc3c2C)cc1
 : 3.2% | 1.0% | -0.4%
CC(C)(C)NC(=O)c1ccc2c(c1)N(CC(=O)N1CCCCC1)C(=O)C(C)(C)O2
 : -6.8% | -0.4% | 1.9%
CSc1ccc(CCNC(=O)c2cc(-c3ccccc3)c(N3CCOCC3)s2)cc1
 : -2.2% | 0.3% | 5.5%
COc1ccccc1NS(=O)(=O)c1ccc(C(=O)NCC(c2ccccc2OC)N(C)C)cc1 (stereo not given)
 : -0.5% | -0.8% | -8.3%
Cc1ccccc1OCC(=O)N/N=C1\CC(=O)CC(C)(C)C1
 : -6.0% | 0.5% | 4.7%

Screens in order: Salmonella PhoP GFP | West Nile virus CPE | Siah-1 displacement
COc1ccc(-c2csc(N(CCCN(C)C)C(=O)c3ccccc3F)n2)cc1
 : 0.1% | -0.1% | 2.3%
S=C(NCCCCNC(=S)NCc1ccccc1)NCc1ccccc1
 : 3.3% | -0.9% | 3.3%
Cc1ccccc1C(=O)N1CCCC(N2CCN(Cc3ccc4c(c3)OCO4)CC2)C1 (stereo not given)
 : -4.7% | -1.3% | -1.8%
CCN1CCN(C(CNS(=O)(=O)c2ccccc2)c2cccnc2)CC1 (stereo not given)
 : -1.1% | 0.3% | -3.3%
COc1ccccc1C(=O)Nc1nnc(S(=O)(=O)N2CCN(c3ccc(F)cc3)CC2)s1
 : 0.0% | -0.3% | -1.7%
CC(C)c1ccc(S(=O)(=O)N2CCC(C(=O)NCC3(N(C)C)CCCCC3)CC2)cc1
 : 2.5% | -0.9% | 14.2%
O=C(Nc1ccccc1N1CCOCC1)c1ccc2ccccc2c1
 : 0.9% | 1.0% | -1.3%
CCOc1ccc(N(CC(=O)NCCSCc2ccccc2Cl)S(C)(=O)=O)cc1
 : 11.7% | -1.6% | -4.5%
COc1ccc(C(=O)N[C@H](C(=O)NCc2ccc(C)cc2)C(C)C)cc1
 : -5.2% | -0.6% | -1.6%
Cc1ccccc1NC(=O)c1cccc2c1C(=O)N(C1CCCCC1)C2
 : -5.7% | -0.9% | -5.7%
O=C(CCN1C(=O)/C(=C/c2ccccc2Cl)SC1=S)Nc1cccnc1
 : 0.8% | 0.6% | 1.9%
COc1ccccc1C(=O)Nc1ccnn1C1CCN(C(C)CSC)CC1 (stereo not given)
 : -0.8% | -0.8% | 2.4%
CCN1CCN(S(=O)(=O)c2ccc(OC)cc2)CC1
 : -3.5% | -0.9% | 4.2%
COc1ccc(S(=O)(=O)c2ccccc2)cc1NC(=O)c1c(F)cccc1F
 : 1.6% | -0.5% | 0.7%
CCN1CCN(C(=O)CCc2nnc(CCc3c[nH]c4ccccc34)o2)[C@@H](C)C1=O
 : -8.1% | -0.1% | 2.6%

Screens in order: Salmonella PhoP GFP | West Nile virus CPE | Siah-1 displacement
COc1cc(CCC(=O)NCc2ccc(S(N)(=O)=O)cc2)cc(OC)c1OC
 : 2.2% | -0.1% | -4.6%
CCN(CC)c1ccc(/C=N/NC(=O)c2c(-c3ccccc3)noc2C)cc1
 : -0.7% | -0.5% | 9.6%
COc1ccc(C(=O)NCCCN2CCOCC2)cc1Br
 : 1.1% | -0.6% | 2.3%
O=C(CCN1C(=O)C2CCCCC2C1=O)Nc1cc(F)ccc1F (stereo not given)
 : -3.5% | 0.6% | 0.1%
CC(C)C(NC(=O)c1ccccc1F)C(=O)NCc1ccc(F)cc1 (stereo not given)
 : 2.5% | -0.3% | 0.2%
Cc1ccccc1CNc1ncnc2cc(Cl)ccc12
 : 20.1% | -0.9% | 1.5%
O=C(c1ccccc1)C1CCN(C(=O)c2ccco2)CC1
 : 1.0% | -0.7% | 2.3%
Cc1cc2occ(CC(=O)NNC(=O)c3ccccc3F)c2cc1C
 : 14.1% | -0.4% | 6.9%
O=C(NC(=S)Nc1ccccc1C(=O)O)c1ccc(-c2ccc(Br)cc2)o1
 : -9.5% | 0.8% | -2.2%
COc1ccc(NC(=O)c2cc(NC(=O)C3CCCCC3C(=O)O)ccc2N2CCOCC2)cc1 (stereo not given)
 : -4.9% | 0.2% | -0.3%
Cc1ccc(S(=O)(=O)N2CCOCC2)cc1C(=O)Nc1ccccc1F
 : -5.2% | -0.1% | -0.8%
CC(NC(=O)c1ccccc1OC(F)F)c1ccc(-n2ccnc2)cc1 (stereo not given)
 : 1.4% | 0.0% | 6.2%
Cc1cccc(C(=O)OCc2cc(=O)oc3c(C)c(C)ccc23)c1O
 : 5.7% | 0.0% | 0.8%
COC(=O)c1ccc2[nH]c(CO)c(-c3ccccc3)c2c1
 : -1.3% | -0.3% | 4.7%
Cc1ccc(NC(=O)CSCC(=O)N2CCN(Cc3ccc4c(c3)OCO4)CC2)cc1
 : -7.0% | -0.4% | 3.2%

Screens in order: Salmonella PhoP GFP | West Nile virus CPE | Siah-1 displacement
COc1ccccc1CC(=O)NC1CCN(Cc2ccccc2)CC1
 : -3.3% | 0.7% | -3.4%
COc1ccc(CCN2CC(C(=O)NCCCn3nc(C)cc3C)CCC2=O)cc1 (stereo not given)
 : -3.2% | -0.1% | -2.7%
CC1CCCN(C(=O)CCCNC(=O)c2ccc(Cl)cc2)C1 (stereo not given)
 : -4.2% | -0.5% | -5.7%
COc1ccnc(CN(C)C(=O)C2CCC(=O)N(Cc3cccc(C(F)(F)F)c3)C2)c1 (stereo not given)
 : -0.3% | -0.7% | -3.6%
COCC(C)N=C1SCCN1Cc1ccccc1 (stereo not given)
 : 4.8% | 0.0% | 0.0%
Cc1cccc(NS(=O)(=O)c2c(C)[nH]c(C)c2C(=O)N2CCCC2)c1
 : -0.2% | -0.5% | 6.8%
Cc1cc(=O)[nH]c(Nc2cccc(Br)c2)n1
 : 7.2% | -1.1% | 4.6%
COc1ccc(CC(=O)NC(C)c2ccc3ccccc3c2)cc1 (stereo not given)
 : 2.5% | 0.9% | 1.1%
O=C(CCc1nc(-c2ccccc2Cl)no1)NC1CCCC1
 : -2.8% | -0.2% | -4.1%
CCOC(=O)c1ccc(-c2csc(NC(=O)CN3CCC(C)CC3)n2)cc1
 : 4.3% | -1.0% | 6.8%
COc1ccc(-c2sc3ccccc3c2C#CCCO)cc1
 : -0.6% | 0.0% | -1.4%
CC(C)NC(=O)c1ccc(CN2CCC(Cc3ccccc3)CC2)cc1
 : -3.1% | -1.6% | 0.3%
COc1ccc(C(=O)N/C(=C\c2cn(C)c3ccccc23)C(=O)NCCN2CCOCC2)cc1OC
 : -1.3% | -0.1% | 0.7%
COCCCNC(=S)N1CCN(C(c2ccccc2)c2ccccc2)CC1
 : 9.8% | 0.1% | 0.6%
O=C(CCCn1c(=O)c2cccn2c2cccnc21)N1CCN(c2ccccc2F)CC1
 : -10.4% | 0.0% | 1.5%

Screens in order: Salmonella PhoP GFP | West Nile virus CPE | Siah-1 displacement
CCC(=O)NC(c1ccc(C)cc1)c1ccc2cccnc2c1O (stereo not given)
 : 28.6% | 2.9% | 4.1%
COc1cccc(-c2noc(C3CCCN(C(=O)c4ccc(F)cc4)C3)n2)c1 (stereo not given)
 : 4.2% | -0.2% | 3.6%
CC(Sc1nc2c(N)ncnc2n1CCOc1ccccc1)C(=O)O (stereo not given)
 : -6.8% | 0.3% | 2.5%
O=C(NNC(=O)c1cc(Br)ccc1Cl)c1csc(N2CCOCC2)n1
 : 1.9% | -0.3% | 3.0%
CC(=O)c1c(-c2ccccc2)c2cc([N+](=O)[O-])ccc2[nH]c1=O
 : -0.8% | ? | 1.0%
CC(=O)Nc1ccc(S(=O)(=O)N2CCC(C(=O)NCc3cccnc3)CC2)cc1
 : -9.9% | -0.6% | -1.9%
O=S(=O)(Cc1ccccc1)N1CCNCC1
 : 3.9% | 0.1% | 5.2%
Cc1coc2c(C)c3oc(=O)c(CCC(=O)NCCC(=O)O)c(C)c3cc12
 : -4.9% | ? | 2.4%
COc1cc(F)ccc1S(=O)(=O)N1CCN(c2ccccc2)CC1
 : -0.6% | -1.1% | -2.3%
Cn1c(/N=C/c2ccccc2[N+](=O)[O-])nc2ccccc21
 : -0.8% | -0.6% | 13.2%
CC(=O)c1ccc(OCc2cc(C(=O)N(C)Cc3ncc(C)[nH]3)no2)cc1
 : 6.2% | -0.7% | 0.1%
COCCNC(=O)Cc1c(C)c2c(cc(C)c3c(C(C)(C)C)coc32)oc1=O
 : 8.2% | -0.7% | 0.3%
O=C(NCc1ccc2c(c1)OCO2)c1cc(F)c(F)cc1Cl
 : -0.2% | -1.0% | 10.4%
COc1ccc(COc2ccc3c(C)cc(=O)oc3c2)cc1
 : 4.4% | -1.8% | -2.3%
CC(=O)N1c2ccc(S(=O)(=O)NCCC(=O)Nc3ccc(OC(F)(F)F)cc3)cc2CC1C (stereo not given)
 : -3.6% | -0.9% | 5.2%

Screens in order: Salmonella PhoP GFP | West Nile virus CPE | Siah-1 displacement
COc1ccccc1S(=O)(=O)Cc1ccc(C(=O)NCc2ccccc2)o1
 : -7.6% | -0.3% | 5.3%
COC(=O)c1ccc(CNC(=O)C2CCC(=O)N(Cc3ccccn3)C2)cc1 (stereo not given)
 : -0.8% | 0.1% | 6.2%
Nc1ccccc1OCCOc1ccccc1N
 : -6.9% | 0.0% | 2.2%
COC(=O)c1cnc(SCC(=O)c2ccccc2)n1C
 : -4.1% | 0.1% | 1.8%
O=C(Nc1ccc(C(=O)N2CCCCC2)cc1)C1=CSCCO1
 : -10.4% | -0.1% | 2.0%
CCSc1nc2sc3c(c2c(=O)n1-c1ccccc1)CCN(C(C)C)C3
 : -4.2% | 0.8% | -1.3%
CC(C)CN1CCN=C1Nc1ccccc1
 : 7.0% | 0.5% | -0.3%
CCOC(=O)C(Cc1ccccc1)NC(=O)CCc1nnc2ccc(N3CCCC3)nn12 (stereo not given)
 : -5.8% | 0.5% | 9.8%
CCC(O)(CC)C(=O)N(Nc1ccc(C)cc1)c1ccc(C)cc1
 : 7.9% | -0.8% | 7.5%
COc1cccc(/C=N/N(C)C2=NS(=O)(=O)c3ccccc32)c1O
 : 6.3% | -0.3% | 8.4%

Compound activity deposited in PubChem by several laboratories.
